yeast rad50: NCI yeast anticancer drug screen, S. cerevisiae rad50 strain. growth inhibition, % at 50 µM. hit rate 10% among 79,000. AID 155;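 further: 0% = growth of vehicle-only cultures of the same strain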
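Vehicle-treated cultures provide the reference for the growth inhibition reported for compound-exposed, repair-deficient yeast.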
mlh1 rad18: NCI yeast anticancer drug screen, S. cerevisiae mlh1 rad18 strain | growth inhibition, % at 50 µM | hit rate 11% among 79,000;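 further: 0% = growth of vehicle-only cultures of the same strain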
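Genetically defined yeast (DNA repair-deficient) exposed to compounds; growth inhibition determined relative to vehicle.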
cln2 rad14: NCI yeast anticancer drug screen, S. cerevisiae cln2 rad14 strain; growth inhibition, % at 50 µM; hit rate 8.3% among 78,000; AID 165;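 further: 0% = growth of vehicle-only cultures of the same strain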
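The screen exposed genetically defined yeast (cln2 rad14) to test compounds and scored growth inhibition relative to vehicle-treated controls.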
sgs1 mgt1: NCI yeast anticancer drug screen, S. cerevisiae sgs1 mgt1 strain; growth inhibition, % at 50 µM; hit rate 10% among 78,000;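 further: 0% = growth of vehicle-only cultures of the same strain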
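This yeast growth screen uses a strain with defined DNA-repair lesions; compound-treated growth is compared with vehicle-treated growth.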
yeast bub3: NCI yeast anticancer drug screen, S. cerevisiae bub3 mutant strain. AID 167. growth inhibition, % at 50 µM. hit rate 9.9% among 78,000;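 further: 0% = growth of vehicle-only cultures of the same strain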
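Readout: yeast growth inhibition, expressed relative to vehicle-only wells. The test organism is a mutant strain from a panel with lesions in DNA repair or checkpoint genes.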
yeast mec2-1: NCI yeast anticancer drug screen, S. cerevisiae mec2-1 strain | growth inhibition, % at 50 µM | hit rate 9% among 79,000;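 further: 0% = growth of vehicle-only cultures of the same strain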
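Yeast mec2-1 mutant treated with compound. Readout: growth inhibition vs vehicle controls.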
Active calls of the source: *. No stated cut-off is given here; in the data, active means growth inhibition above about 70%; inactive means the rest.

SMILES	yeast bub3	sgs1 mgt1	cln2 rad14	yeast rad50	mlh1 rad18	yeast mec2-1
CN(Cc1nc2c(N)nc(N)nc2[nH]c1=O)c1ccc(C(=O)NC(CCC(=O)O)C(=O)O)cc1 (centres undefined)	1	-11	7	0	-1	18
O=C(NCCCl)Sc1ccc(Cl)cc1	96*	84*	43	95*	98*	99*
FC(F)(F)c1ccc(N=NN2CCCC2)cc1	26	14	7	1	18	25
OCC[P+](c1ccccc1)(c1ccccc1)c1ccccc1	-6	-6	16	18	-11	12
COc1ccccc1-c1cc(=O)c2ccc(C)nc2[nH]1	-22	-32	-59	-18	-10	1
COc1cc(C(O)C(CO)Oc2c(OC)cc(C3OCC4C(c5cc(OC)c(O)c(OC)c5)OCC34)cc2OC)ccc1O (centres undefined)	-7	-2	10	20	15	1
O=C(O)Cc1cccc2c(=O)c(-c3ccccc3)coc12	-3	-15	17	-14	-13	-10
Nc1cccn2cnnc12	23	-5	17	0	19	16
N#CCCC1C(=O)CCCC1=O	7	-1	-14	0	13	9
COC12OCCN(C)C1=CC(=O)C1=NNC(C)C12 (centres undefined)	-12	-8	-27	-37	-36	-2
CN(C)CCC(/C=C/c1ccccc1)=N\Nc1ccc(Cl)cc1	99*	99*	99*	99*	85*	99*
C=CC(O)CCC (centres undefined)	-2	-17	1	-8	-3	-41
CCCCOC(=O)c1cc2ccccc2cc1O	-6	2	-12	13	-4	2
BrC12c3ccccc3C(Br)(c3ccccc31)c1ccccc12	-5	-3	-7	6	6	6
CCOC(=O)SC(=S)OCC	3	3	-6	5	10	-1
CN(CC(=O)O)N=Nc1ccc(C(N)=O)cc1	9	6	-25	7	6	5
COC(=O)/C(=C\Nc1cccc(C)n1)S(=O)(=O)c1ccc(C)cc1	7	18	-22	-34	13	-2
Nc1ccc(-c2ccc(N)cc2S(=O)(=O)O)c(S(=O)(=O)O)c1	2	-6	23	-28	-39	-14
C=CCNC(=O)/C=C/C(=O)O	12	0	4	-8	6	7
CC[N+](C)(CC)CCOC(=O)c1ccccc1Oc1ccc(C)cc1	-2	8	-12	23	1	-2

The final seven entries of the section before lead into the next.
SMILES	yeast bub3	sgs1 mgt1	cln2 rad14	yeast rad50	mlh1 rad18	yeast mec2-1
BrC12c3ccccc3C(Br)(c3ccccc31)c1ccccc12	-5	-3	-7	6	6	6
CCOC(=O)SC(=S)OCC	3	3	-6	5	10	-1
CN(CC(=O)O)N=Nc1ccc(C(N)=O)cc1	9	6	-25	7	6	5
COC(=O)/C(=C\Nc1cccc(C)n1)S(=O)(=O)c1ccc(C)cc1	7	18	-22	-34	13	-2
Nc1ccc(-c2ccc(N)cc2S(=O)(=O)O)c(S(=O)(=O)O)c1	2	-6	23	-28	-39	-14
C=CCNC(=O)/C=C/C(=O)O	12	0	4	-8	6	7
CC[N+](C)(CC)CCOC(=O)c1ccccc1Oc1ccc(C)cc1	-2	8	-12	23	1	-2
NS(=O)(=O)c1ccc(NC2(C(=O)O)CCCC2)cc1	-39	-1	-9	-18	-22	-9
c1ccc2oc(-c3ccc4c(c3)OCO4)nc2c1	-3	12	4	15	0	43
O=C(N/C(=C\c1ccc(Cl)cc1)c1nc2ccccc2s1)c1ccccc1	97*	99*	98*	98*	98*	98*
COC(=O)c1c2c(cc3c1CC1(Cc4cc5c(c(C)c4C1)CCC5)C3)CCC2 (centres undefined)	-13	-32	-11	-32	-23	-46
O=C(C[n+]1ccccc1)c1ccc(Cl)cc1	14	3	-23	-12	16	-13
COc1ccc(-c2oc3cc(OC)c(OC)c(O)c3c(=O)c2O)cc1O	47	51	38	32	48	32
COc1ccc(Oc2cc3c[n+](C)ccc3cc2OC)cc1	98*	99*	98*	99*	99*	99*
CC(CCO)CC(C)(C)C (centres undefined)	5	-18	14	-1	-4	-21
O=c1cc(-c2ccccc2)nc(/C=C(\O)c2ccncc2)n1-c1ccccc1	16	0	10	-4	-8	-19
Fc1ccc(N=Nc2ccc(F)cc2)cc1	12	-12	0	34	-14	6
S=c1c2ccccc2sn1-c1ccccc1	-13	15	-1	26	51	22
N#C/C(=C\c1ccc2ccccc2c1)c1ccccc1	26	13	17	38	52	15
CC1=CC(=O)C2(C)C(C)=C(C)C12C (centres undefined)	-19	-18	-6	-29	-19	-42
CC1(C)CCC2(CC1)CC(=O)OC(=O)C2	-3	7	28	-4	4	18
Nc1nc(Cc2ccccc2)cc(-c2cc(Cc3ccccc3)nc(N)n2)n1	-6	5	2	3	2	5
CC[N+](C)(CC)CCN1C(=O)CC[C@@]2(C)C1=CC[C@@H]1[C@@H]2CC[C@@]2(C)[C@H]1CC[C@]2(C)O	10	6	30	7	12	9
COc1ccc(NC2=NC(C)(CO)CS2)cc1 (centres undefined)	6	6	24	1	-8	-21
CC(C)=CCCC(O)C1CCC2C3CCC4CCCCC4(C)C3CCC12C (centres undefined)	4	-11	-6	2	11	8
COc1ccc(-c2oc3cc(OC)ccc3c(=O)c2O)cc1	-5	8	-4	22	8	25
C1=CN2C(c3ccccc3)=NN(c3ccccc3)[C@@H]2c2ccccc21	59	56	28	61	55	42
CCC(=O)Nc1ccc(Cl)cc1	5	6	1	23	5	7
CCc1cc2c(cc1C(=O)CCC(=O)O)CC1(C2)Cc2cc(CC)c(C(=O)CCC(=O)O)cc2C1	20	-16	29	16	18	-14
O=[N+]([O-])c1ccc(OP(=O)(O)O)cc1	9	-10	20	-6	-10	13
O=C(CCc1ccccc1)C(=O)CCc1ccccc1	-16	-8	15	-8	2	-49
CC(C)N(CCOc1ccccc1Cc1ccccc1)CC(O)c1ccccc1 (centres undefined)	18	69	33	19	49	2
CN1c2ccccc2NC(CC(=O)O)C2CC=CN21 (centres undefined)	-13	-13	8	15	25	-12
Cc1ccc(-c2cc(=O)c3cc(C)c(C)c(C(=O)O)c3o2)cc1	7	11	20	3	11	0
CN(C)Cc1[nH]c(=O)[nH]c(=O)c1O	-22	-12	-39	-9	-45	-9
CCN(CC)CC(=O)Nc1ccc(CO)cc1	17	-4	-14	-4	-4	-18
C#CCN1CCCC1	28	-11	22	-9	10	-4
O=S(=O)(Oc1cccc2ccccc12)c1ccccc1	1	-5	-5	-3	8	-2
O=C(/C=C\c1ccccc1)CC(c1ccccc1)N1CCCCC1 (centres undefined)	13	12	-10	-4	-16	-12
C=CCNC(=S)N(C)Cc1ccccc1Cl	36	35	-26	-7	34	36
CCc1c(N=[N+]=[N-])c2ccccc2oc1=O	-31	-24	-18	1	-12	1
O=[N+]([O-])c1ccc(Cl)c2cccnc12	0	0	7	27	50	-8
CCOC(=O)c1cnc(N(C)C)nc1SC(=N)N	-8	-24	-54	-15	-19	-1
Cc1ccc(CNC(=S)Nc2ccccc2)c(C)c1	20	14	-26	-14	28	-14
CN(C)CCC(=O)c1ccc2c(ccc3ccccc32)c1	85*	90*	-8	70	77*	67
COc1cc2c[n+](C)c3c4ccccc4ccc3c2cc1OC (tested in a mixture with another compound)	18	7	10	38	-19	9
Cc1cc2c3c(c1)S(=O)(=O)c1cc(Cl)ccc1N3CCC2	-4	-5	-23	-41	-28	-11
CCCCCCCCCCCCNC(=O)C[n+]1cccc(C(N)=O)c1	51	-3	36	79*	51	20
O=[N+]([O-])c1ccc(O)c(C=Nc2ccccc2)c1	55	64	80*	74*	83*	69
COc1ccc(/C=C/Cc2cc3c(cc2OC(C)=O)OCO3)cc1	33	26	-8	12	12	0
CNC(=O)N(CCCC(NC(C)=O)C(=O)NCc1ccccc1)Cc1ccccc1 (centres undefined)	8	-8	18	16	19	3
O=c1cc2c(Cl)cccc2n[nH]1	-8	-4	-43	-11	5	-19
OC1CCc2ccccc2C1 (centres undefined)	20	16	-7	30	31	2
O=C(Cn1c(=O)oc2ccc(C(=O)c3ccc(F)cc3)cc21)c1ccccc1	0	-6	-28	-21	-27	-24
COc1ccc([N+](=O)[O-])cc1NC(=O)Nc1ccc(F)c([N+](=O)[O-])c1	-4	-6	0	9	6	3
COc1ccc(CC(N)C(N)=O)cc1 (centres undefined)	0	-4	-12	-6	6	-1
CCCCCCCCOC(=O)C1(O)CCCCC1	18	16	4	15	36	28
Cc1ccc(N=NN(C)C)cc1	2	-10	-3	3	33	4
CC(C)C(Br)CCC1=CCC(Br)(Br)C1 (centres undefined)	85*	88*	86*	79*	90*	82*
COc1ccccc1-n1c(NN)nc2ccc(Br)cc2c1=O	27	27	13	56	-12	13
O=C(/C=C\c1ccc([N+](=O)[O-])cc1)c1ccccc1	-4	-2	-28	-2	-16	-6
CC(=O)N1CCNC(=O)/C1=C1\CCOC1=O	-16	-3	-22	-16	-13	-26
CC1=C(C(=O)NCc2ccccc2)C(c2ccc([N+](=O)[O-])cc2)C(C(=O)NCc2ccccc2)=C(C)N1	-5	2	4	-11	-24	-15
CC1CC[C@]2(C(=O)O)CCC3(C)C(=CC(=O)C4[C@@]5(C)CCC(=O)C(C)(C)C5CC[C@]43C)[C@@H]2[C@H]1C (some centres undefined)	92*	90*	91*	91*	91*	91*
NC(=O)c1ccc(O)cc1O	-61	-69	-9	-20	-32	-22
CC(=O)Nc1ccc(/C=N/NC(N)=S)cc1	3	17	12	7	13	-7
CSc1nnc(CF)c(=O)[nH]1	-7	-12	-4	-1	-14	-1

Next structures follow:
SMILES	yeast bub3	sgs1 mgt1	cln2 rad14	yeast rad50	mlh1 rad18	yeast mec2-1
O=C(N/N=C/c1cc(Cl)cc(Cl)c1O)c1ccccc1	72*	70	34	70	70	57
NC(Cc1ccccc1)C(=O)N[C@H]1c2ccsc2/C(=N/O)[C@H]1O (some centres undefined)	-3	14	-21	-30	33	9
CCC(=O)NN(C(C)=O)c1ccccc1	9	6	-16	10	19	-21
O=S(=O)(C/C(=N\O)c1ccccc1)c1ccccc1	-15	0	4	-41	-14	-18
CCCCNC(=O)Nc1ccc(CC)cc1	16	-2	-4	4	9	-4
CC(C)CCOC=O	25	23	22	38	30	28
CC(C)=CCc1c2c(c3occ(-c4ccc(O)c(O)c4)c(=O)c3c1O)C=CC(C)(C)O2	89*	95*	92*	91*	91*	94*
O=C1[C@H](Cl)[C@H]2c3cc4ccccc4nc3Oc3ccccc3N12	13	-7	17	19	24	21
CCC(C)OC(=O)C1C(=O)CC(c2ccccc2)C1c1ccccc1 (centres undefined)	3	-5	-1	-2	-6	-8
NC(=O)Cc1[nH]cnc1C(N)=O	15	-13	-25	-17	0	-4
O=S(=O)(NC(=S)Nc1ccccc1)c1ccc(Br)cc1	68	38	80*	43	66	47
COc1ccc(C(=O)CCC2(C)OCCO2)cc1OC	22	19	8	27	18	6
CC/C(C)=N/C(=O)NN	36	-16	19	-20	20	9
CC(=O)N1CCCC2=C1CCCCCCCCCC2	29	71*	23	49	14	28
CCCCCCCCNc1ccc(Cl)cc1	74*	98*	81*	92*	98*	93*
Cc1ccccc1NC(=S)N/N=C(/c1ccccc1)c1ccccn1	76*	70	68	54	75*	61
COc1ccc(CC(N)C(=O)NC2C(CO)OC(n3cnc4c(N)ncnc43)C2O)cc1 (centres undefined)	0	-2	-74	6	-13	-29
CCOc1cccc(C=Nc2ccccc2SSc2ccccc2N=Cc2cccc(OCC)c2O)c1O	69	62	3	42	68	19
CC1CCC2CC(=O)C(Br)CC2(C)C1C (centres undefined)	-4	10	-5	24	7	-9
CC(C)CCCC(C)C1CCC2C3CC(C(=O)O)C(C)(CCC(=O)O)C3CCC12C (centres undefined)	4	44	30	44	42	36
CCCC1c2c(cc(=O)[nH]c2O)C(=O)N1Cc1ccccc1 (centres undefined)	-18	-14	18	-10	-1	-16
CC(=O)OC(C)CCl (centres undefined)	-18	-34	3	-28	-14	-48
c1ccc(-c2ccc(-c3cc(-c4ccc(-c5ccccc5)cc4)cc(-c4ccc(-c5ccccc5)cc4)c3)cc2)cc1	-6	-5	-20	-3	-19	-5
C(=N/Nc1ccccn1)/c1cccnc1	-26	-38	0	-17	-11	-6
CCCCCCCCCCOC(=O)CCCCC(=O)OCCCCCCCCCC	6	15	-42	5	23	0

Compounds above containing a cyano group:
SMILES	yeast bub3	sgs1 mgt1	cln2 rad14	yeast rad50	mlh1 rad18	yeast mec2-1
N#CCCC1C(=O)CCCC1=O	7	-1	-14	0	13	9
N#C/C(=C\c1ccc2ccccc2c1)c1ccccc1	26	13	17	38	52	15

Screening results (PubChem BioAssay)
